# Screening results: PubChem, National Center for Advancing Translational Sciences (NCATS)
# B2AR arrestin ag = agonists recruiting beta-arrestin to human beta2-adrenergic receptor; HTLA Tango cells, beta-arrestin recruitment, luciferase luminescence, 18 h; AID 1347077; P07550; Potency, µM (doses to about 46.1 µM), without a hit: at the highest dose activation, usual class: activators; 44,000 tested, under 10 active;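 further: potency means the concentration at half of the fitted maximal effect; 0% = DMSO and full agonism = EC100 isoproterenol or metaproterenol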
# Target sequence (P07550 whole entry, looked up): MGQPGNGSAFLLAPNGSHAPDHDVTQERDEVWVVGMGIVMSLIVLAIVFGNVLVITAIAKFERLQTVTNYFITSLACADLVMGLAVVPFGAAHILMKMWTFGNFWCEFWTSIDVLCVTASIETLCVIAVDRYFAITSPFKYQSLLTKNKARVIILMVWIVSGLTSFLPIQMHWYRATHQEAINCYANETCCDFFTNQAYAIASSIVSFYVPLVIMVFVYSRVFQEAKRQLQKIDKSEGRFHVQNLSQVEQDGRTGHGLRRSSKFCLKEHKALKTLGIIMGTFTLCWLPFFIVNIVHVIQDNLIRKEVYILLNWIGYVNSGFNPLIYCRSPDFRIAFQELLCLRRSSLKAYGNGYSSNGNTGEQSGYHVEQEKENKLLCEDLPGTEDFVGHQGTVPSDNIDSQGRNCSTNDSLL
#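 Tango cells (recombinant beta2-AR, beta-arrestin, tTA-driven luciferase), 1500/well in DMEM 1% FBS, treated 18 h at 37 °C with compounds up to 46 µM; luciferin mix added, luminescence read after 15 min; %activity curves fitted and curve-classed.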
# FH mod = Identification of activators of human fumarate hydratase by quantitative high-throughput screening | Potency, µM (highest dose often 79.9 µM), without a hit: top-dose activity change, negative = inhibition, usual class: inhibitors | FH coupled MDH/diaphorase resazurin fluorescence, 15 min | 54,000 tested, 0.22% active | Fumarate hydratase, mitochondrial (Homo sapiens), P07954; further: potency means the concentration at half of the fitted maximal effect; on the % scale 0 is the no-effect control and ±100 the full control effect; the screen sought activators but most active calls are inhibition curves; nearly all actives have a fitted effect of over 45% in size
# GALK inh = GALK (human) enzyme inhibition; 44,000 tested, under 10 active; AID 1347072; Potency, µM (highest dose often 57.5 µM), inactives show at the top dose activity, negative = inhibition, usual class: inhibitors; recombinant GALK, Kinase-Glo ATP luminescence, 1 h;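 further: plate controls were full GALK reaction for no effect and reaction lacking GALK for full effect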
#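 5 nM GALK; 35 uM ATP; 100 uM D-galactose; 20 mM HEPES pH 8.0, 5 mM MgCl2, 60 mM NaCl, 1 mM DTT, 0.01% BSA; 1 h RT; Kinase-Glo Plus luminescence.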
# p53null 39C tox = kills p53 null cells at the nonpermissive temperature; AID 904; Potency, µM (doses to about 46.1 µM), inactives show top-dose activity, negative = cell killing, hits mostly cytotoxic; 55,000 tested, 0.97% active; H1299 p53-null (neo) cells, 39C, ATPlite viability, 24 h;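 further: potency means the concentration at half of the fitted maximal effect; 0% = DMSO only and -100% = full killing by 100 µM tamoxifen; nearly all actives have a fitted effect of over 50% in size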
#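 H1299 lung cancer cells, p53-null (H1299-neo) or expressing p53 A138V (H1299-p53A138V), were plated overnight at 37C, then exposed to compounds at up to 46 uM for 24 hr at 39C. Viability was read by ATP-based luminescence.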
# NTMT1 inh = inhibitors of human N-terminal methyltransferase NTMT1; NTMT1 MTase-Glo SAH luminescence, purified enzyme; Potency, µM (doses to about 114 µM), for the others: at the top dose activity change, negative = inhibition, actives largely listed as inhibitors; 59,000 tested, 2.5% active; AID 1645870;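 further: potency means the concentration at half of the fitted maximal effect; plate controls were DMSO vehicle for no effect and no enzyme for full effect; nearly all actives have a fitted effect of over 65% in size; many of its hits are not listed in these tables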
# Target sequence (Q9BV86 whole entry, looked up): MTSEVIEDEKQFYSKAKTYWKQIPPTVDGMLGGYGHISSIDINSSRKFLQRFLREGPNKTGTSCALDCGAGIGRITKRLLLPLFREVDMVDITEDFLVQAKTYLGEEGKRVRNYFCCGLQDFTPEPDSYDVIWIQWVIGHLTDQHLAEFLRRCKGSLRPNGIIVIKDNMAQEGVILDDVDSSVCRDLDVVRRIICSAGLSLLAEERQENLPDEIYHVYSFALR
# PTAP-TSG101 blk = inhibitors of HIV-1 PTAP binding to human TSG101, validation. Fluorescence polarization, FITC-PTAP peptide/Tsg101, 20 min. 44,000 tested, under 10 active. Q99816. Potency, µM (series often up to 115 µM), inactives show at the top dose activity change, negative = inhibition, usual class: inhibitors. AID 1347069; further: potency means the concentration at half of the fitted maximal effect; 0% is about no effect
# Target sequence (Q99816 whole entry, looked up): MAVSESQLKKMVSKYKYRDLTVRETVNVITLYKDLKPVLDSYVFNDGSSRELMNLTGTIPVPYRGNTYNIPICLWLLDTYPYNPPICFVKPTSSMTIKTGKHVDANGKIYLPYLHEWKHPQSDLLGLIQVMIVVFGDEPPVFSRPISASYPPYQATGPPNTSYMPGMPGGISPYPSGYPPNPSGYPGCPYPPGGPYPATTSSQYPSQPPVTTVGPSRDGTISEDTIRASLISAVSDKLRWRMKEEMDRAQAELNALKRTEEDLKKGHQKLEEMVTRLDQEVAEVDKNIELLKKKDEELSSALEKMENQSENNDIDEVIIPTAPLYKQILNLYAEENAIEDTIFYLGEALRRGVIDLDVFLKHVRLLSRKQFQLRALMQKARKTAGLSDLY
#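 Fluorescence polarization binding of Tsg101 binding domain (10 uM final) to FITC-labeled PTAP-motif peptide (50 nM final) in HEPES pH 7.5/NaCl/Tween 20/EDTA/TCEP buffer; 20 min at r.t. Actives by curve class, <25 µM, efficacy <60% inhibition.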
# p53null 32C tox = p53 null cell cytotoxicity, permissive temperature; H1299-neo p53 null cells, ATP luminescence, 24 h, 32C; Potency, µM (doses to about 46.1 µM), without a hit: top-dose activity change, negative = cytotoxicity, most hits filed as cytotoxic; 55,000 tested, 0.62% active; AID 903;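 further: potency means the concentration at half of the fitted maximal effect; 0% = DMSO only and -100% = full killing by 100 µM tamoxifen; nearly all actives have a fitted effect of over 55% in size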
#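 Cytotoxicity: H1299-neo (no p53), 32C, 24 h treatment. Concentrations up to 46 uM. Readout cellular ATP, luminescence. Normalization to DMSO basal and tamoxifen 100 uM maximal kill.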
# * marks the source's active call; other numbers are inactive results; u = inconclusive; x = not tested or not shown; [ ] = dose if it differs, or a comment. The call rests on the fitted dose curve; in most records, active means well fitted curve in the direction sought with a large enough effect; inconclusive means small, poorly fitted or top-dose-only effect, or another doubt; inactive means no such curve, though single readings can be large; an effect the other way counts as inactive or inconclusive. Not all compounds are listed; rates above refer to the full screens.
SMILES	B2AR arrestin ag	FH mod	GALK inh	p53null 39C tox	NTMT1 inh	PTAP-TSG101 blk	p53null 32C tox
CCOC(=O)c1cc2c(=O)n3ccccc3nc2n(Cc2ccco2)c1=NC(=O)c1ccccc1OC	7%	-11%	0%	10%	10%	-13%	-5%
COc1ccccc1-c1nc(S(=O)(=O)c2ccccc2)c(N2CCC(C)CC2)o1	1%	u	0%	9%	10%	0%	5%
CCC(Cc1ccccc1)NC(=O)Cn1ncc2c3ccccc3n(Cc3ccc(F)cc3)c2c1=O (stereo unspecified)	-3%	-7%	5%	u	3%	3%	-15%
CCc1ccccc1NC(=O)c1sc2nc3c(cc2c1N)CN(Cc1ccccc1)CC3	0%	-14%	-1%	14%	-6%	1%	-1%
Cc1ccc(-c2cc(C(=O)Nc3cc([N+](=O)[O-])ccc3C)no2)cc1F	-2%	x	-11%	13%	x	3%	2%
O=S(=O)(NCc1ccccc1)c1ccc2[nH]c3c(c2c1)CCCCC3	-1%	u	1%	u	-15%	0%	u
Cc1ccc(Cl)cc1NC(=O)c1ccc(-c2nc(CSc3ccccc3)c(C)o2)cc1	2%	-13%	-1%	u	3%	1%	0%
Cc1ccc(Cn2cc3c(n2)-c2c(oc(C(=O)Nc4ccc(F)cc4F)c2C)CC3)cc1	-1%	-1%	4%	-9%	1%	0%	-4%
Cc1nnc(N2CCN(c3ccc(Cl)cc3)CC2)c2c1nnn2Cc1ccc(F)cc1	-2%	-24%	4%	-23%	3%	-1%	-1%
COc1cc(C2NC(=O)NC(C)=C2C(=O)Nc2cc(C)cc(C)c2)ccc1O (stereo unspecified)	1%	-5%	1%	8%	8%	-4%	-3%
CCc1nnc(SCC(=O)Nc2ccc(OC)c(OC)c2)c2cc3occc3n12	5%	-1%	3%	u	-2%	-2%	3%
O=C(NCC(c1cccnc1)N1CCc2ccccc2C1)C(=O)Nc1ccccc1F (stereo unspecified)	0%	u	2%	19%	22%	1%	-5%
CC(C)c1ccc(NC(=O)Cn2c(=O)n(CCc3ccccc3)c(=O)c3ccccc32)cc1	0%	-3%	2%	-12%	-2%	1%	3%
COc1ccc(C2=CC(c3ccc(N(C)C)cc3)n3nnnc3N2)cc1 (stereo unspecified)	0%	-24%	3%	u	-15%	9%	-14%
COc1cc2c(cc1OC)C(COc1ccc3c(C)cc(=O)oc3c1)N(C(=O)c1ccccc1F)CC2 (stereo unspecified)	0%	-13%	-6%	-3%	4%	0%	9%
Cc1ccc(CSC2=Nc3ccccc3C3=NC(CCC(=O)NCc4cccs4)C(=O)N23)c(C)c1 (stereo unspecified)	-1%	-12%	-7%	6%	u	-8%	42%[activator]
CCCc1cc(=O)[nH]c(Nc2cc(C)cc(C)c2)n1	-1%	x	4%	25%	x	-4%	-8%
CCOc1ccccc1-n1c(C)nc2cc(C(=O)O)ccc21	-2%	-7%	0%	-13%	16%	-3%	1%
O=C(NCc1ccccc1Cl)c1nnc(Cc2cccc(F)c2)o1	3%	12%	1%	10%	3%	-2%	11%
CCc1ccc(-n2nc3ccc(NC(=O)c4cc5ccccc5o4)cc3n2)cc1	0%	2%	2%	18%	5%	-3%	1%
COc1ccccc1CNC(=O)CCCn1c(=O)c2ccccc2n(Cc2ccccc2C#N)c1=O	-1%	1%	1%	-13%	1%	0%	-2%
O=S(=O)(NCCc1nnc2ccc(SCc3ccccc3Cl)nn12)c1ccccc1	5%	-24%	1%	-17%	-12%	-7%	10%
CCOC(=O)CC(NC(=O)c1cc2cc(Br)cc(OC)c2oc1=O)c1ccc(OC)cc1 (stereo unspecified)	0%	-6%	0%	-11%	7%	-4%	15%
CCCCn1cc(S(=O)(=O)c2ccc(OC)cc2)c(=O)c2cc(F)c(N3CCOCC3)cc21	0%	u	-2%	-5%	1%	0%	-8%
CCOCN(C(=O)Cn1c(C)nc2ccccc21)c1c(C)cccc1CC	0%	-10%	4%	-23%	-24%	3%	3%
O=C(/C=C/c1ccc(Cl)cc1)Nc1nc(-c2cccs2)ns1	-3%	0%	-1%	-17%	2%	3%	-20%
Nc1c(C(=O)Nc2ccccc2Br)sc2nc(-c3cccs3)ccc12	-2%	3%	0%	15%	-1%	3%	-20%
O=C(CSc1ncc2c(n1)-c1ccccc1N(Cc1ccc(F)cc1)S2(=O)=O)c1ccc(Br)cc1	0%	-4%	-12%	6%	3%	-4%	-13%
COc1cccc(N2CCN(C(=O)c3ccc4c(=O)n(CCc5ccccc5)c(=O)[nH]c4c3)CC2)c1	0%	-9%	3%	-8%	13%	2%	1%
Cc1ccc(C)c(NC(=O)Cn2nnc(C(=O)NCc3ccccc3Cl)c2N)c1	-1%	-17%	-3%	8%	-14%	-4%	7%

# Record cards, from the list above. Order of values: B2AR arrestin ag, FH mod, GALK inh, p53null 39C tox, NTMT1 inh, PTAP-TSG101 blk, p53null 32C tox
# `CCOCN(C(=O)Cn1c(C)nc2ccccc21)c1c(C)cccc1CC` as listed: 0%, -10%, 4%, -23%, -24%, 3%, 3%
# `O=C(CSc1ncc2c(n1)-c1ccccc1N(Cc1ccc(F)cc1)S2(=O)=O)c1ccc(Br)cc1` as listed: 0%, -4%, -12%, 6%, 3%, -4%, -13%

# The list goes on:
SMILES	B2AR arrestin ag	FH mod	GALK inh	p53null 39C tox	NTMT1 inh	PTAP-TSG101 blk	p53null 32C tox
Cn1cnc(S(=O)(=O)N2CCC(C(=O)NCc3ccccc3Cl)CC2)c1	-2%	-29%	4%	6%	-7%	4%	2%
N#Cc1ccccc1CSc1nnc2ccc3ccccc3n12	-5%	-10%	1%	-6%	-5%	2%	-7%
COc1cccc(CNC(=O)CSc2c3c(nc4ccc(Cl)cc24)CCCC3)c1OC	0%	-21%	-2%	59%[activator]	1%	2%	3%
Cc1ccc2[nH]c(=O)c3cc(C(=O)NCc4cccc(Cl)c4)sc3c2c1	0%	u	1%	-21%	u	0%	-7%
COc1ccccc1-c1nnc(SCC(=O)c2ccc(Cl)cc2)n1-c1ccccc1	-1%	u	2%	30%[activator]	31%[activator]	8%	17%
COC(=O)c1c(NC(=O)CCCOc2ccc(C)cc2)sc2c1CCCC2	0%	27%	-1%	16%	-6%	8%	9%
COc1ccc(N2CCN(CCCNC(=O)Cn3c(-c4cccs4)cc4ccccc43)CC2)cc1	1%	-22%	5%	2%	u	-1%	4%
O=C(CC(NCc1cccnc1)C(=O)O)Nc1ccc(O)cc1 (stereo unspecified)	0%	22%	0%	2%	10%	-6%	0%
Cc1ccc(CNC(=O)c2ccc(CSc3nc4ccncc4n3Cc3ccc(C)cc3)cc2)cc1	-1%	-5%	1%	5%	-2%	-1%	20%
CCOc1ccc(-n2c(SCC(=O)Nc3cc(C)on3)nc3c([nH]c4ccccc43)c2=O)cc1	1%	-1%	0%	7%	8%	3%	11%
O=C(Nc1sc2c(c1C(=O)NCc1cccnc1)CCCC2)c1cc(=O)c2ccccc2o1	0%	-3%	9%	u	-8%	-3%	-7%
COc1ccc(-c2nc(CNS(=O)(=O)c3ccc(C)cc3)cs2)cc1	-3%	-5%	2%	-18%	8%	0%	0%
CCCNC(=O)CN1CCN(c2ccc(NC(=O)c3ccc(OC)cc3)cc2C(=O)O)CC1	-1%	-14%	-5%	3%	u	0%	-3%
Cc1cccc2sc(N(Cc3cccnc3)C(=O)CCc3ccccc3)nc12	-4%	-24%	1%	30%	-5%	1%	5%
CCOc1ccc(CCNC(=O)CSc2nc3ccccc3nc2Cc2ccc(C)cc2)cc1OCC	0%	-6%	-2%	-12%	11%	-2%	3%
CCOC(=O)c1cc(-c2ccccc2)n(-c2cccc(C(=O)Nc3cccc(F)c3)c2)c1C	-1%	u	-1%	7%	-5%	1%	2%
COc1ccc(OC(C)C(=O)NCc2nc(-c3ccc(Cl)cc3)no2)cc1 (stereo unspecified)	0%	u	4%	3%	2%	1%	-6%
COC(=O)c1cnc(N2CCN(c3ccc(F)cc3)CC2)c2ccccc12	0%	-18%	-1%	0%	2%	-5%	-6%
COc1ccccc1NC(=O)c1oc2ccccc2c1NC(=O)C1CCCCC1	-2%	-3%	0%	-11%	25%	0%	-8%
CCC(C)NC(=O)c1sc2nc3n(c(=O)c2c1C)CCC3 (stereo unspecified)	0%	0%	1%	-4%	6%	-1%	7%

# Single entries from the results shown.
# Under p53null 32C tox, `COc1ccccc1NC(=O)c1oc2ccccc2c1NC(=O)C1CCCCC1` is entered as -8%
# Under p53null 32C tox, `CCC(C)NC(=O)c1sc2nc3n(c(=O)c2c1C)CCC3` (stereo unspecified) is entered as 7%
# Under NTMT1 inh, `Cc1cccc2sc(N(Cc3cccnc3)C(=O)CCc3ccccc3)nc12` is entered as -5%

# Next section
SMILES	B2AR arrestin ag	FH mod	GALK inh	p53null 39C tox	NTMT1 inh	PTAP-TSG101 blk	p53null 32C tox
COc1ccc(NC(=O)c2ccco2)cc1NC(=O)COc1cc(C)ccc1C(C)C	0%	-10%	-2%	-16%	12%	5%	-17%
COc1ccccc1CCNc1ncnc2c1nnn2C	-4%	-16%	-5%	28%	9%	0%	-7%
O=c1ccc(-c2ccccc2)nn1Cc1c(F)cccc1Cl	-2%	-10%	3%	-20%	-20%	-3%	-8%
O=C(NCC(c1ccc2c(c1)OCO2)N1CCOCC1)c1ccc(F)cc1 (stereo unspecified)	0%	6%	-1%	-14%	16%	1%	-3%
COc1ccc(CNC(=O)c2sc3nc4n(c(=O)c3c2C)CCC4)cc1	-1%	29%	0%	2%	0%	1%	-25%
CCOc1ccc(-c2cc(C(=O)N3CCN(c4ccc(C)cc4)C(C)C3)c3ccccc3n2)cc1 (stereo unspecified)	0%	-13%	-1%	u	6%	-4%	13µM*
COc1ccccc1-c1nc(-c2ccc(Br)o2)no1	-1%	u	-1%	25%	-3%	1%	-13%
O=C(NC1CCCCC1)c1ccc(CSc2nc3ccncc3n2Cc2cccc(F)c2)cc1	-1%	-31%	4%	-7%	2%	-8%	20%
Cc1cc(C)c(NC(=O)c2sc3nc(C)cc(C)c3c2NC(=O)c2ccccc2)c(C)c1	1%	5%	3%	-17%	16%	2%	8%
CCOC(=O)N1CCc2c(sc(NCc3ccc(OC)c(OC)c3OC)c2C(=O)Nc2ccc(OC)cc2OC)C1	-2%	-15%	1%	14%	20%	-3%	7%
CCOC(=O)CSc1nc2ccc(NC(=O)COc3ccccc3)cc2s1	-3%	-4%	7%	-28%	3%	1%	-23%
Cc1cc(C)cc(OCC(=O)Nc2c(C(=O)c3ccccc3)oc3ccccc23)c1	0%	3%	u	-18%	-8%	-1%	0%
CCc1ccccc1NC(=O)CN1C(=O)CCSc2ccc(S(=O)(=O)N3CCCC3)cc21	1%	3%	0%	-5%	4%	-4%	-3%
CCOC(=O)CNC(=O)N1CCc2cc(S(=O)(=O)N3CCC(C)CC3)ccc21	-3%	-3%	0%	8%	1%	1%	10%
